Screening data (PubChem BioAssay)
SENP8 block: blocks human SENP8 cleavage of Nedd8 substrate. inhibition, % at 20 µM. recombinant SENP8, Nedd8 substrate fluorescence. Q96LD8. 0.64% of 360,000 active; in the data active = inhibition mostly above about 40%, no sharp cut-off; inactive = mostly below about 27%
Target sequence (Q96LD8 whole entry, looked up): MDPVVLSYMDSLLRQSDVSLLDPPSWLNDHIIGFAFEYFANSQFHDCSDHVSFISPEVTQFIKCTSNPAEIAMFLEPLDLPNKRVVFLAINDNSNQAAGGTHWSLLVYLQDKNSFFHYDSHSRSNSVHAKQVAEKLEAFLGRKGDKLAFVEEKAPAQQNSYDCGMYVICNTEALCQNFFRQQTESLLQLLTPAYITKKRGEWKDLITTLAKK
SENP1 FRET inh: inhibitors of human SENP1 SUMO protease catalytic domain; recombinant SENP1 catalytic domain, CyPet-SUMO1-YPet FRET cleavage; inhibition, % at 10 µM; 0.21% of 360,000 active; AID 624204;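 active = inhibition at least 30% at 10 µM, raw YFP signal under a set limit, fluorescence ratio 0.5 to 1.5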;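 also: 0% = enzyme with DMSO and 100% = no enzyme wells; some results filed as inactive read as strong as hits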
Target sequence (Q9P0U3 419-644 limits assumed): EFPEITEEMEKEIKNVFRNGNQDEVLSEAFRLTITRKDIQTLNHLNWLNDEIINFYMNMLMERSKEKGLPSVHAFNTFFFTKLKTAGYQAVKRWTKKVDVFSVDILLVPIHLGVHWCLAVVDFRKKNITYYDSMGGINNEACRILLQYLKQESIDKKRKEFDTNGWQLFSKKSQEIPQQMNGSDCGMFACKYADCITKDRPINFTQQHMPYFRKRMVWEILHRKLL
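Test system: human SENP1 catalytic domain; medium: Tris pH 8 buffer plus EDTA, NaCl, BME, BSA, NP40, catalase; incubation: 50 min reaction at room temperature; technique: FRET, CFP and YFP emission; controls: no-enzyme low control and enzyme-plus-DMSO high control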
* hit, by the source's call; i = inactive. Some of the compounds tested (hit frequency here may not be typical).

SMILES	SENP8 block	SENP1 FRET inh
O=C1CCCN1C1CCN(Cc2ccccc2)S(=O)(=O)N1 (stereo not drawn)	21	1
COc1cccc(C(C)(O)c2nc(-c3cccc(C(F)(F)F)c3)cs2)c1 (stereo not drawn)	8	0
CC1(Oc2ccc(Cl)cc2)CCN(Cc2ccc(-c3ccccn3)cc2)C1 (stereo not drawn)	24	1
CCc1nc2c(OCCn3cccc3)cccn2c1N(C)C(=O)CC(C)C	1	-2
C=C[C@@H](c1ccccc1)[C@](C)(O)C(=O)O	24	1
CCOC(=O)C1(C)CCCN(C(=O)COc2ccccc2)C1 (stereo not drawn)	12	2
COCCCNc1ccn2nc(-c3cccc(OCc4ccccc4)c3)cc2n1	i	-1
Cn1c(Oc2cccnc2CN2CCCC2)nc2cc(-c3cccc(C(F)(F)F)c3)sc2c1=O	-32	-17
CCOC(=O)[C@]12CCC=C1N(Cc1cccc3ccccc13)C(=O)[C@H](CC(=O)N1CCN(C(=O)C3CC3)CC1)C2	6	0
CC1(C(=O)NS(=O)(=O)Cc2ccccc2)CCN1C(=O)C1(c2ccc(Cl)cc2)CCC1 (stereo not drawn)	-7	-1
COc1cc(-c2cnc3c(NC=O)cc(-c4cccc(C(=O)NCCN(C)C)c4)cn23)cc(OC)c1OC	-132	-3
CC1(C(=O)NS(=O)(=O)c2ccc(Cl)s2)CCN1C(=O)C1CCCCC1 (stereo not drawn)	7	0
CC(=O)N(O)c1ccc(C=Cc2ccccc2)cc1	-392	-9
CN(C)CCCNc1nc2cc(-c3cccc(C(F)(F)F)c3)sc2c(=O)n1C	-140	2
NC(c1csc(Nc2ncccn2)n1)C1CCCCC1 (stereo not drawn)	13	0
O=C(OC1CC2CC1[C@H]1CCCCN1C2=O)N1CCCCC1 (stereo partly drawn)	10	-3
Cc1cccc(C(O)c2ncc(-c3ccccc3F)[nH]2)c1C (stereo not drawn)	18	-1
Cc1ccc(Cc2c(-c3ccc(Br)cc3)nc3ccc(Cl)cn23)cc1	-267	5
CC1(C(=O)Nc2ccc3c(c2)OCCO3)CCN1C(=O)c1ccco1 (stereo not drawn)	2	-1
CCCNC(=O)C1(C)CCN(C(=O)c2ccc3sccc3c2)C1 (stereo not drawn)	11	-1
COc1cc(C(=O)NC2CC2)cc(OC)c1OC	18	1
CN(C)C(=O)c1cc2c(c(-c3cccc(-c4ccccc4F)c3)n1)[C@@H](CCO)N(S(C)(=O)=O)C2	14	1
CCO[C@H]1C[C@@H](c2ccc(CC)cc2)N(S(=O)(=O)c2ccc(C)cc2)C2CC(c3ccc(CC)cc3)N(S(=O)(=O)c3ccc(C)cc3)CC21 (stereo partly drawn)	16	0
COc1cc(OC)nc(C(NC(=O)C2CCN(Cc3c[nH]c4ccccc34)CC2)c2ccc(Cl)cc2)n1 (stereo not drawn)	12	-1
O=C(Nc1ccccc1)c1cc(C2COCCN2C(=O)C2CC2)on1 (stereo not drawn)	18	0

Nothing new here: 6 of the compounds above.
SMILES	SENP8 block	SENP1 FRET inh
CCCNC(=O)C1(C)CCN(C(=O)c2ccc3sccc3c2)C1 (stereo not drawn)	11	-1
COc1cc(C(=O)NC2CC2)cc(OC)c1OC	18	1
CN(C)C(=O)c1cc2c(c(-c3cccc(-c4ccccc4F)c3)n1)[C@@H](CCO)N(S(C)(=O)=O)C2	14	1
CCO[C@H]1C[C@@H](c2ccc(CC)cc2)N(S(=O)(=O)c2ccc(C)cc2)C2CC(c3ccc(CC)cc3)N(S(=O)(=O)c3ccc(C)cc3)CC21 (stereo partly drawn)	16	0
COc1cc(OC)nc(C(NC(=O)C2CCN(Cc3c[nH]c4ccccc34)CC2)c2ccc(Cl)cc2)n1 (stereo not drawn)	12	-1
O=C(Nc1ccccc1)c1cc(C2COCCN2C(=O)C2CC2)on1 (stereo not drawn)	18	0

Other compounds follow.
SMILES	SENP8 block	SENP1 FRET inh
Cc1ccc(NC(=O)C2(C)CCN2Cc2cccc3c2OCO3)cc1O (stereo not drawn)	32	-1
CC1=C(C(=O)N2CCCCCC2)CC(CC(=O)NCc2cccs2)C(=O)N1Cc1ccccc1 (stereo not drawn)	10	1
COc1ccc(-c2cc3c(c4c2ccn4C)C2CCC3O2)cn1 (stereo not drawn)	-264	0
CCCCn1nnnc1C1(C)CCC(=O)N1Cc1cccnc1 (stereo not drawn)	17	2
CNC(=O)c1cc(Oc2ccc(NC(=O)c3[nH]c(-c4ccccc4)c4c3C(=O)N(C)C4=O)cc2)ccn1	-43	-115
CCCS(=O)(=O)NC(=O)C1(C)CCN(C(=O)c2ccc(C(=O)OC)cc2)C1 (stereo not drawn)	9	1
CC(C)c1ccc(NC(=O)Nc2nc(C(N)COCc3ccccc3)cs2)cc1 (stereo not drawn)	14	0
CC(C)CN1CCC(C(=O)NC(c2ccc(F)cc2)c2ccc3ccccc3n2)CC1 (stereo not drawn)	-149	-57
COc1cccc(Nc2nc(C(C)N)cs2)n1 (stereo not drawn)	-74	-2
CC(C)NC(=O)N1Cc2cc(C(=O)NC3CCCCC3)nc(-c3cccc(-c4cccnc4)c3)c2[C@@H]1CCO	20	-2
CC(C)C[C@@H](CN1CCC[C@H]1CN1C(=O)C(=O)NC[C@@H]1Cc1ccc(O)cc1)N1C[C@H](Cc2ccccc2)N(CC2CCCCC2)C(=O)C1=O	11	0
CC(C)(C)OC(=O)N1CCN(C(=O)c2[nH]c(C(F)(F)F)nc2-c2ccccc2)CC1	5	2
C#Cc1ccc(NC(=O)C2(C)CCN2C(=O)c2cc(C)n(C)n2)cc1 (stereo not drawn)	19	2
O=C(Nc1ccc(Cl)cc1)C1Cc2c(-c3ccc(Cl)cc3)ccnc2O1 (stereo not drawn)	4	-4
O=C(NCc1cc(Cl)cc(Cl)c1)c1csc(COCCO)n1	16	5
CC1=C(C(=O)N2CCOCC2)CC(CC(=O)NC2CC2)C(=O)N1Cc1ccc(F)cc1 (stereo not drawn)	19	-1
OCC[C@@H]1C[C@H](O)[C@@H](O)[C@@]2(OCCc3cc(Cl)ccc32)O1	17	0
CC(C)C[C@H]1CNC(=S)N1CC1CCCN1C[C@H](Cc1ccccc1)N1C[C@H](Cc2ccccc2)N(CC2CCCCC2)C1=S (stereo partly drawn)	18	-2
Cc1ccccc1-c1csc(C(O)c2cccnc2)n1 (stereo not drawn)	-5	-2
COc1cc(Cl)ccc1OC1(C)CCN(Cc2ccc3ccccc3c2)C1 (stereo not drawn)	22	-1
Cc1ccc(-c2nc3ccc(C)cn3c2Cc2ccccn2)cc1	-377	-13
Cc1ccc(S(=O)(=O)N2C[C@H]3[C@H]4C(=O)N(C)C(=O)[C@H]4CC(=O)[C@H]3[C@@H]2c2ccccc2F)cc1	20	1
O=C(NCc1ccccc1Cl)c1csc([C@H]2C[C@H](O)[C@@H](CO)O2)n1	9	2
COc1cc(OC)nc(Nc2nc(C(N)c3ccccc3Cl)cs2)n1 (stereo not drawn)	-16	2
CNc1cc(-c2ccc(OC)c(OC)c2)ncn1	-56	0

More compounds
SMILES	SENP8 block	SENP1 FRET inh
CC1(C(=O)Nc2ccc3c(c2)OCCO3)CN(S(C)(=O)=O)CC(=O)N1CCCn1ccnc1 (stereo not drawn)	24	0
CCNC(=O)C1(C)CCN(Cc2ccccc2C#N)C1 (stereo not drawn)	-6	2
COc1ccc(-c2cc(NC=O)c3ncc(-c4ccccc4)n3c2)cc1OC	-337	-52
NCCCCC(C(=O)O)N(C(=O)OCc1ccccc1)C(=O)OCc1ccccc1 (stereo not drawn)	15	4
COc1ccc(NC(=O)C2Cc3c(-c4ccc(NC(C)=O)cc4)ccnc3O2)cn1 (stereo not drawn)	-7	-2
Cc1cccc(S(=O)(=O)NC(=O)C2(C)CCN2C(=O)Cc2cccs2)c1 (stereo not drawn)	6	0
O=C(Nc1ccc(Cl)cc1)c1csc(COCCO)n1	20	-2
CCCCn1nnnc1-c1nc2ccccc2[nH]c1=O	-406	-28
COC(=O)[C@]12CCCCC=C1N(CCC1=CCCCC1)C(=O)[C@H](CC(=O)N1CCN(C(=O)C3CC3)CC1)C2	20	0
Cc1cccc(C)c1N1CCN(C(c2cc3ccccc3o2)c2nnnn2C(C)(C)C)CC1 (stereo not drawn)	10	2
COc1ccc(-c2nc3ccc(C)cn3c2Cc2cccc(Cl)c2)cc1OC	-347	25
COCc1cccc(-c2csc(C(O)c3ccccc3)n2)c1 (stereo not drawn)	8	1
CCOC(=O)C1(C)CCCCCN1C(=O)/C=C/c1ccccc1 (stereo not drawn)	11	1
Cc1ccc(S(=O)(=O)N2C3CCCCC3O[C@H]2CC(=O)c2cccc3ccccc23)cc1 (stereo partly drawn)	16	-1
Cc1ccc(S(=O)(=O)N2C[C@H]3C(=O)C[C@@H]4C(=O)N(c5ccccc5)C(=O)[C@@H]4[C@@H]3C[C@H]2c2cccs2)cc1	13	3
CCOc1ccc(CCN2C(=S)N([C@@H](Cc3ccc(O)cc3)CN3CCC[C@@H]3CN3C(=S)NC[C@@H]3CC(C)C)C[C@@H]2Cc2ccc(O)cc2)cc1	7	1
Cc1cc2nc(C(C)(C)C)c(Cc3cccc(F)c3)n2c(C)c1Br	1	-5
CCOC(=O)[C@]12CCC=C1N(Cc1ccc(Cl)cc1Cl)C(=O)[C@H](CC(=O)NCCCOC)C2	13	0
CNC(C)C(=O)NC(C(=O)NC(C)C(=O)NNc1ccccc1)C(C)C (stereo not drawn)	15	2
Cc1ccc(S(=O)(=O)N2CC3C(=O)C[C@@H](c4ccccc4)N(S(=O)(=O)c4ccccc4Cl)C3CC2c2ccccc2)cc1 (stereo partly drawn)	20	1
O=C(CSc1nc2ccccc2c(=O)n1-c1ccc(Cl)c(Cl)c1)Nc1ccc2c(c1)CCC2	-4	2
Cc1ccc(C)c(C(O)c2ncc(-c3ccccc3F)[nH]2)c1 (stereo not drawn)	10	1
CC1(C)OC(=O)C2=C(C[C@@H](CCc3ccccc3)O[C@@H]2c2ccc(Cl)cc2)O1	14	2
C=CCOc1cccn2c(N(C)C(=O)c3ccncc3)c(CC)nc12	4	3
O=C(NCCN1CCC(n2c(=O)[nH]c3ccccc32)CC1)c1ccc2ccccc2c1	18	3

Complete entries from above.
`CC1(C)OC(=O)C2=C(C[C@@H](CCc3ccccc3)O[C@@H]2c2ccc(Cl)cc2)O1` in the list: SENP8 block = 14; SENP1 FRET inh = 2
`COc1ccc(-c2cc(NC=O)c3ncc(-c4ccccc4)n3c2)cc1OC` in the list: SENP8 block = -337; SENP1 FRET inh = -52

Structural class, the entries above containing a furan ring, fused or not (2)
SMILES	SENP8 block	SENP1 FRET inh
CC1(C(=O)Nc2ccc3c(c2)OCCO3)CCN1C(=O)c1ccco1 (stereo not drawn)	2	-1
Cc1cccc(C)c1N1CCN(C(c2cc3ccccc3o2)c2nnnn2C(C)(C)C)CC1 (stereo not drawn)	10	2

Continued.
SMILES	SENP8 block	SENP1 FRET inh
CC(C)CC(N)c1csc(Nc2ccc(C(=O)NCCCO)cn2)n1 (stereo not drawn)	i	-24
O=S1(=O)N[C@@H](Cc2ccccc2)COc2cccc(N3CCSCC3)c21	5	0
O=C(NCc1ccc(F)c(F)c1)C1Cc2c(-c3ccc4c(c3)OCO4)ccnc2O1 (stereo not drawn)	-68	-2
O=C1C(=Cc2ccc(Cl)cc2)CCc2ccccc21	6	-1
COc1cccc(C(C)(O)c2nc(-c3cc4ccccc4o3)cs2)c1 (stereo not drawn)	-3	0
CCCS(=O)(=O)NC(=O)C1(C)CCCN(C(=O)c2ccc(C(F)(F)F)nc2C)C1 (stereo not drawn)	11	3
CC1(C(=O)Nc2nccs2)CCN1C(=O)CC(c1ccccc1)c1ccccc1 (stereo not drawn)	16	5
CC1(C(=O)NS(=O)(=O)c2cccc(F)c2)CCN1C(=O)c1ccco1 (stereo not drawn)	22	1
COc1ccc(NC(=O)C(c2ccncc2)n2c(=O)c(-c3ccccc3)nc3ccccc32)cc1 (stereo not drawn)	-251	-10
COc1ccc(CN2C(=O)C(CC(=O)NCc3cccc4ccccc34)CC(C(=O)N(C(C)C)C(C)C)=C2C)cc1 (stereo not drawn)	13	2
CC1(C(=O)NS(=O)(=O)c2cccc(C#N)c2)CCN1C(=O)Cc1ccccc1Cl (stereo not drawn)	3	-1
CCNC(=O)C1(C)CCCN(C(=O)c2cccnc2Oc2ccccc2)C1 (stereo not drawn)	9	0
OC(c1ccc(F)c(F)c1)c1nc(-c2ccc(F)c(Cl)c2)cs1 (stereo not drawn)	9	2
C(=C\c1ccccc1)/CN1CCN(C(c2nnnn2-c2ccc3c(c2)OCCO3)C2CC2)CC1 (stereo not drawn)	27	0
CC(=O)Nc1cncc(-c2ccccc2CO)n1	-10	1
CC(C)C(N)c1csc(NC(=O)Nc2ccccc2C(C)(C)C)n1 (stereo not drawn)	14	1
CN(C)c1ccc(-c2ccnc3c2CC(C)(C(=O)NCc2cccs2)O3)cc1 (stereo not drawn)	i	0
COC(=O)[C@@]1(Cc2ccc(OC)cc2)[C@H]2c3cc(C(=O)N4CCCC4)n(Cc4ccsc4Br)c3C[C@H]2CN1C(=O)c1ccccc1	6	-2
C=CCOC(=O)N1CCC2CC1c1c(-c3ccc(C(F)(F)F)cc3)cccc12 (stereo not drawn)	9	2
CN(Cc1ccc(C(F)(F)F)cc1)C(=O)[C@H]1O[C@@H](n2cnc3c(N)ncnc32)[C@H](O)[C@@H]1O	11	1
COCCCNC(=O)/C=C/[C@H]1O[C@@H](n2cnc3c(NC(=O)c4ccccc4)ncnc32)[C@H](O)[C@@H]1O	26	4
CC(C)=CCC[C@H](C)C[C@@H]1CC2=C(C(=O)OC(C)(C)O2)[C@H](c2ccc(Cl)cc2)O1	29	-1
CCOC(=O)[C@]12CCCC=C1N(Cc1cccc3ccccc13)C(=O)[C@H](CC(=O)NCCc1ccccc1OC)C2	11	1
CCOC1=C2[C@@H](CN(S(=O)(=O)c3ccc(C)cc3)[C@H]2c2ccccc2F)[C@H]2C(=O)N(C3CCCCC3)C(=O)[C@H]2C1	2	4
